Tb PGK inh = inhibitors of T. brucei phosphoglycerate kinase; actives 0.043% (n = 380,000); P07378; PGK/GAPDH coupled, Kinase-Glo luminescence, 60 min; Potency, µM (doses to about 57.5 µM), inactives show at the highest dose activity change, negative = inhibition, hits mostly inhibitors; further: on the % scale 0 is the no-effect control and ±100 the full control effect; nearly all actives have a fitted effect of over 60% in size
Target sequence (P07378 whole entry, looked up): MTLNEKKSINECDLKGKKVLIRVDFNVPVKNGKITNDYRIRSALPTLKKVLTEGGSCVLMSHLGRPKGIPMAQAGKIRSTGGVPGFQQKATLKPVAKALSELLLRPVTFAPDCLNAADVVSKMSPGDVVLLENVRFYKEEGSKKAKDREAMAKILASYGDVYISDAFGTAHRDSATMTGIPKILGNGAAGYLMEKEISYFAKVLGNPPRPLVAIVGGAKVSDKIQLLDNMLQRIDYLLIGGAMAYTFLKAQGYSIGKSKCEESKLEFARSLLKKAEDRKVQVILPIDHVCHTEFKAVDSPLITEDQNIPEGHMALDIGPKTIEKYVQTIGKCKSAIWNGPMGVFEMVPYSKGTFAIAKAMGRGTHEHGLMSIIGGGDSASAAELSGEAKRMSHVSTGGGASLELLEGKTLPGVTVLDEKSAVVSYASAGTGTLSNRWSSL
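Recombinant glycosomal PGK reaction used 1,3-bisphosphoglycerate generated in-well by GAPDH (100nM final) in 100mM TEA pH 7.6, 5mM MgCl2, 0.01% Tween-20. After 60 minutes at room temperature, ATP was read by Kinase-Glo Plus luminescence end-point.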
Pin1 inh = blocks the human prolyl isomerase Pin1; Q13526; Pin1 FP peptide displacement, HiFluor488, 10 min; Potency, µM (highest dose often 115 µM), for the others: at the highest dose activity, negative = inhibition, usual class: inhibitors; actives 0.009% (n = 390,000); active means well fitted inhibition curve with a large enough effect in the polarisation, with a control signal flat, not every such curve was filed as active; inconclusive means small, poorly fitted or top-dose-only effect, or effect the other way, or a change in a side signal; inactive means no such curve, though single readings can be large or run the other way; the % refers to the polarisation; further: on the % scale 0 is the no-effect control and ±100 the full control effect
BLM helicase inh = inhibitors of human Bloom syndrome helicase BLM; recombinant BLM DNA unwinding, fluorescence dequenching; AID 2528; actives 0.2% (n = 350,000); Potency, µM (titrated, usually from 56.1 µM), for inactives: top-dose activity change, negative = inhibition, usual class: inhibitors; P54132;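 further: plate controls were vehicle for no effect and no enzyme for full effect; nearly all actives have a fitted effect of over 35% in size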
JMJD2A Tudor = blocks the human JMJD2A Tudor domain | O75164 | actives 4.4% (n = 390,000) | AlphaScreen JMJD2A-Tudor / H3K4me3 peptide binding | AID 504339 | Potency, µM (series often up to 114 µM), for inactives: top-dose activity change, negative = inhibition, actives largely listed as inhibitors; further: on the % scale 0 is the no-effect control and ±100 the full control effect; nearly all actives have a fitted effect of over 50% in size
Pol iota inh = DNA polymerase iota (human) inhibition; Pol iota fluorescent replication assay, 10 min; Potency, µM (doses to about 115 µM), for inactives: at the highest dose activity, negative = inhibition, actives largely listed as inhibitors; actives 1% (n = 390,000); AID 588590
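Pol iota at 10 nM preincubated 15 min with compounds at room temperature; reaction started with fluorescent substrate, 50 nM final. Fluorescence read kinetically at 0 and 10 min; buffer-only wells as negative control.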
G9a block = G9a (human) methyltransferase inhibition. G9a H3K9 monomethylation, AlphaScreen, 2 h. Potency, µM (series often up to 102 µM), without a hit: at the top dose activity, negative = inhibition, hits mostly inhibitors. actives 8.8% (n = 350,000); further: on the % scale 0 is the no-effect control and ±100 the full control effect; nearly all actives have a fitted effect of over 75% in size
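Readings reflect AlphaScreen signal from monomethyl-H3K9 antibody detection. HMT at 20 nM; substrate b-H3K9 500 nM; cofactor SAM 20 uM; 2 h RT reaction; compounds tested as titrations in qHTS with 15 min preincubation.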
HP1b binding inh = blocks HP1-beta chromodomain binding to methylated histone tails; P83916; AlphaScreen HP1-beta / biotin-H3K9me3 peptide binding; Potency, µM (titrated, usually from 114 µM), inactives show at the highest dose activity change, negative = inhibition, most hits filed as inhibitors; actives 0.56% (n = 390,000); further: nearly all actives have a fitted effect of over 70% in size; inactives centre near 23
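HP1-beta protein (50 nM final) preincubated 30 min at room temperature with biotinylated H3(1-18)K9me3 peptide (50 nM) in PBS pH 7.4, 0.01% Tween-20, then compound added for 30 min. AlphaScreen streptavidin donor/nickel chelate acceptor beads (10 ug/mL final), 30 min dark, luminescence read.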
GLS inhibitor = glutaminase GLS (human) inhibition; actives 0.21% (n = 410,000); Potency, µM (titrated, usually from 45.5 µM), inactives show at the top dose activity change, negative = inhibition, hits mostly inhibitors; O94925; GLS enzymatic activity, qHTS titration; further: on the % scale 0 is the no-effect control and ±100 the full control effect
Target sequence (O94925 whole entry, looked up): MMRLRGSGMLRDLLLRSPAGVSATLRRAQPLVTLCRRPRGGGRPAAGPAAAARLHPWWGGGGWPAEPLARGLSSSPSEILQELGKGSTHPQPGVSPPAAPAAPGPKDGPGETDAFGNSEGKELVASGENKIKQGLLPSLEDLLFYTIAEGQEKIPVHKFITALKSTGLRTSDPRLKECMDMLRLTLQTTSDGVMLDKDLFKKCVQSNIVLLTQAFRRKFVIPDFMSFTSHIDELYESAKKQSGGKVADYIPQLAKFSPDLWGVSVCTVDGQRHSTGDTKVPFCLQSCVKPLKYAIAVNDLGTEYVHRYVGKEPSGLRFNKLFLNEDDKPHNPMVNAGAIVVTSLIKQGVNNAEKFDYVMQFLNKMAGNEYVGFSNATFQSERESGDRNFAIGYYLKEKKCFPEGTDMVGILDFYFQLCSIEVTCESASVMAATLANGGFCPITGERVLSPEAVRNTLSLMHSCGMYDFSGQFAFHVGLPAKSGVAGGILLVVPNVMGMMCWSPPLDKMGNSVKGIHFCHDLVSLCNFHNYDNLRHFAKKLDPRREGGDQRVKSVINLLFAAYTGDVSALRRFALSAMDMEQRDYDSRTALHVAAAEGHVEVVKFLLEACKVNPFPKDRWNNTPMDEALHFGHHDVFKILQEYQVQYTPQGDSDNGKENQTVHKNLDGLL
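Two-point fluorescence kinetic (t0, 30 min RT) for hKGA; glutamate detected via glutamate oxidase–HRP–Amplex Red. Substrate: 1 mM L-glutamine solution; buffer 45 mM KH2PO4, pH 8.2.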
BAZ2B block = blocks human BAZ2B | Q9UIF8 | AlphaScreen BAZ2B-H3K14Ac peptide displacement | Potency, µM (titrated, usually from 114 µM), without a hit: at the highest dose activity change, negative = inhibition, hits mostly inhibitors | actives 4.4% (n = 360,000) | AID 504333; further: on the % scale 0 is the no-effect control and ±100 the full control effect; nearly all actives have a fitted effect of over 60% in size
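AlphaScreen displacement of biotin-H3(5-23)K14Ac peptide (50 nM final) from BAZ2B (50 nM final) in PBS pH 7.4, 0.01% Tween-20; complex preformed 30 min RT, then compounds (top 110 uM) 30 min RT, beads 20 min dark.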
The depositor's hits bear a star; [ ] = another dose, or the depositor's remark. Unless noted, the call rests on the fitted dose curve; in most records, active means well fitted curve in the direction sought with a large enough effect; inconclusive means small, poorly fitted or top-dose-only effect, or another doubt; inactive means no such curve, though single readings can be large; an effect the other way counts as inactive or inconclusive. Potency means the concentration at half of the fitted maximal effect. A portion of the library; count on the stated rates, not on these rows.

How did COCC(C)NC(=O)CSc1nc2ccccc2c(=O)n1CCc1ccc(S(N)(=O)=O)cc1 (stereo unspecified) do in these assays?
Tb PGK inh: 4.2%; Pin1 inh: -2.6%; BLM helicase inh: -2.4%; JMJD2A Tudor: -3.6%; Pol iota inh: 20.9%; G9a block: -9.8%[12.7 µM]; HP1b binding inh: 35.3%; GLS inhibitor: 5.1%; BAZ2B block: -4.4%

What do the screens show for `CCOc1ccc(NC(=S)NCc2ccc3[nH]c(C)cc3c2)cc1`?
Tb PGK inh: inactive; Pin1 inh: -1.9%; BLM helicase inh: -5.6%; JMJD2A Tudor: 50.1µM*; Pol iota inh: 4.5%; G9a block: inconclusive; HP1b binding inh: -14.5%; GLS inhibitor: 0.6%

What do the screens show for `COc1ccccc1-n1cnnc1SC(C)C(=O)Nc1cccc([N+](=O)[O-])c1` (stereo unspecified)?
Tb PGK inh: -7.0%; Pin1 inh: -4.5%; BLM helicase inh: -14.1%; JMJD2A Tudor: -25.0%; Pol iota inh: 9.6%; G9a block: -8.2%[59 µM]; HP1b binding inh: 11.7%; GLS inhibitor: -2.0%; BAZ2B block: -9.3%

What do the screens show for `Cc1ccc(NC(=S)NNC(=O)CSc2nnc(-c3ccc(Cl)cc3)n2C2CCCCC2)cc1`?
Tb PGK inh: -4.0%; Pin1 inh: -2.0%; BLM helicase inh: -6.2%; JMJD2A Tudor: inconclusive; Pol iota inh: 5.6%; G9a block: -15.4%[59 µM]; HP1b binding inh: -26.4%; GLS inhibitor: 30.2%[activator]; BAZ2B block: -6.8%

What do the screens show for `Cc1cc([N+](=O)[O-])nn1CC(=O)N1c2ccccc2CC1C` (stereo unspecified)?
Tb PGK inh: -11.4%; Pin1 inh: 0.7%; BLM helicase inh: -1.0%; JMJD2A Tudor: -19.9%; Pol iota inh: -19.6%; G9a block: -10.3%[59 µM]; HP1b binding inh: 24.1%; GLS inhibitor: -3.2%; BAZ2B block: 2.9%

How did CCOC(=O)N1CCC(NC(=O)c2cc(COc3ccc(F)cc3Cl)on2)CC1 do in these assays?
Tb PGK inh: inactive; Pin1 inh: -3.6%; BLM helicase inh: -4.0%; JMJD2A Tudor: -2.2%; Pol iota inh: 16.9%; G9a block: 69.7%[activator]; HP1b binding inh: 39.3%[activator]; GLS inhibitor: -7.3%; BAZ2B block: -1.7%

How did CCOc1ccccc1OCCCC(=O)NNC(=O)c1ccc(F)cc1 do in these assays?
Tb PGK inh: 5.3%; Pin1 inh: 4.1%; JMJD2A Tudor: -3.4%; Pol iota inh: 9.7%; HP1b binding inh: 10.7%[57 µM]; GLS inhibitor: 3.3%

Results for O=C(/C=C1\NC2(CCCC2)Cc2ccccc21)C(=O)N/N=C/c1ccccc1O ?
Tb PGK inh: -9.1%; Pin1 inh: 42.2%[activator]; BLM helicase inh: -7.0%; JMJD2A Tudor: -29.5%; Pol iota inh: -20.6%; G9a block: -7.3%[59 µM]; HP1b binding inh: 25.0%; GLS inhibitor: -3.0%; BAZ2B block: 5.0%

How did Cc1cc(C)n2nc(C(=O)N3CCN(Cc4ccc5c(c4)OCO5)CC3)nc2n1 do in these assays?
Tb PGK inh: 0.1%; Pin1 inh: -1.4%; BLM helicase inh: -5.9%; JMJD2A Tudor: -4.9%; Pol iota inh: inconclusive; G9a block: -7.7%; HP1b binding inh: 24.2%; GLS inhibitor: -4.2%; BAZ2B block: -6.8%

Results for Cc1cc(=O)n2nc(N3CCC(C(=O)NCCCOC(C)C)CC3)sc2n1 ?
Tb PGK inh: 7.6%; Pin1 inh: 0.9%; BLM helicase inh: -0.9%; JMJD2A Tudor: 1.3%; Pol iota inh: 3.8%; G9a block: 17.1%[59 µM]; HP1b binding inh: 26.0%; GLS inhibitor: -9.9%; BAZ2B block: -0.1%

What do the screens show for `CC(NC(=O)NC(=O)c1cccc([N+](=O)[O-])c1)C1CC1` (stereo unspecified)?
Tb PGK inh: -9.8%; Pin1 inh: -4.4%; BLM helicase inh: -6.7%; JMJD2A Tudor: -18.6%; Pol iota inh: 83.0%[activator]; G9a block: 29.0%; HP1b binding inh: 24.9%; GLS inhibitor: -15.8%; BAZ2B block: -16.8%

What do the screens show for `CC(CN1CCCC1)OC(=O)C(c1ccccc1)c1ccccc1` (stereo unspecified)?
Tb PGK inh: inactive; Pin1 inh: -3.5%; BLM helicase inh: 1.2%; JMJD2A Tudor: -21.9%; Pol iota inh: 4.9%; HP1b binding inh: 26.8%; GLS inhibitor: 7.4%; BAZ2B block: 1.9%

Results for O=c1[nH]c(-c2ccccc2)ncc1OCc1ccccc1 ?
Tb PGK inh: -1.8%; Pin1 inh: -5.1%; JMJD2A Tudor: 1.4%; Pol iota inh: 14.6%; HP1b binding inh: 37.1%; GLS inhibitor: 4.9%

What do the screens show for `O=c1cc(CSc2nnc(Nc3ccccc3)s2)nc2sccn12`?
Tb PGK inh: 0.7%; Pin1 inh: inconclusive; BLM helicase inh: -8.7%; JMJD2A Tudor: -18.8%; Pol iota inh: -15.9%; G9a block: 8.4%[12.7 µM]; HP1b binding inh: 31.5%; GLS inhibitor: inconclusive; BAZ2B block: -31.9%

Results for COc1ccc(NS(=O)(=O)c2ccc(N3CCOCC3)c(NC(=O)c3ccc(OC)cc3)c2)cc1 ?
Tb PGK inh: -1.9%; Pin1 inh: 0.1%; BLM helicase inh: -3.3%; JMJD2A Tudor: -22.9%; Pol iota inh: 10.4%; G9a block: 15.9%; HP1b binding inh: 17.4%; GLS inhibitor: -6.5%; BAZ2B block: -5.5%

Results for CCOc1ccc(NS(=O)(=O)c2ccc(NC(=O)c3cccnc3)c(OC)c2)cc1 ?
Tb PGK inh: -9.2%; Pin1 inh: -0.9%; BLM helicase inh: -5.4%; JMJD2A Tudor: -8.2%; Pol iota inh: 38.7%[activator]; G9a block: 1.6%; HP1b binding inh: 41.7%[activator]; GLS inhibitor: -2.4%

Results for COc1ccc(Nc2nc(NCC3CCCO3)c3ccccc3n2)c(OC)c1 (stereo unspecified) ?
Tb PGK inh: -5.2%; Pin1 inh: 2.0%; BLM helicase inh: inconclusive; JMJD2A Tudor: inconclusive; Pol iota inh: inconclusive; G9a block: 44.7µM*; HP1b binding inh: -5.1%; GLS inhibitor: -12.4%; BAZ2B block: inconclusive

What do the screens show for `COc1cccc(NC(=O)c2ccccc2-c2nc(-c3cccc(C)c3)no2)c1`?
Tb PGK inh: inactive; Pin1 inh: 61.2%[activator]; BLM helicase inh: -6.5%; JMJD2A Tudor: -4.6%; Pol iota inh: -13.4%; G9a block: -9.9%; HP1b binding inh: 25.2%; GLS inhibitor: 2.0%; BAZ2B block: 4.2%

What do the screens show for `Cc1ccc(C(=O)COC(=O)c2ccccc2N2C(=O)C3C4CCC(C4)C3C2=O)cc1C` (stereo unspecified)?
Tb PGK inh: -6.2%; Pin1 inh: 1.2%; BLM helicase inh: -5.9%; JMJD2A Tudor: -15.7%; Pol iota inh: 10.0%; HP1b binding inh: 18.4%; GLS inhibitor: 1.7%; BAZ2B block: 5.8%

How did CCC(C)N1CCCCC1C(=O)Nc1c(C)cc(C)cc1C (stereo unspecified) do in these assays?
Pin1 inh: -8.0%; BLM helicase inh: 1.4%; JMJD2A Tudor: -1.2%; Pol iota inh: -12.2%; G9a block: 21.4%[59 µM]; HP1b binding inh: 24.5%; GLS inhibitor: -3.3%; BAZ2B block: 9.8%

Results for CCOC(=O)c1ccc(NC(=O)CSc2nnc(COc3ccccc3OC)n2CC)cc1 ?
Tb PGK inh: -2.0%; Pin1 inh: -1.0%; BLM helicase inh: -3.0%; JMJD2A Tudor: 11.1%; Pol iota inh: -11.7%; G9a block: 10.2%[59 µM]; HP1b binding inh: 22.9%; GLS inhibitor: -5.6%

How did O=C(NCc1cccc(Cl)c1)NCc1cccc(Cl)c1 do in these assays?
Tb PGK inh: 0.0%; Pin1 inh: 0.5%; BLM helicase inh: 2.1%; JMJD2A Tudor: -9.0%; Pol iota inh: 2.0%; G9a block: 6.2%[59 µM]; HP1b binding inh: 6.8%; GLS inhibitor: 0.5%; BAZ2B block: -3.8%

How did CCOC(=O)c1c(Nc2cccc(O)c2)nnc(-c2ccccc2)c1-c1ccccc1 do in these assays?
Tb PGK inh: -0.9%; Pin1 inh: 3.3%; BLM helicase inh: -17.4%; JMJD2A Tudor: inconclusive; Pol iota inh: 11.6%; G9a block: inconclusive; HP1b binding inh: -19.6%; GLS inhibitor: 11.5%; BAZ2B block: inconclusive

How did Cn1nnnc1SCC(=O)Nc1cccc([N+](=O)[O-])c1 do in these assays?
Tb PGK inh: 2.5%; Pin1 inh: 0.4%; BLM helicase inh: 2.9%; JMJD2A Tudor: 7.2%; Pol iota inh: 51.3%[activator]; G9a block: -8.8%; HP1b binding inh: 28.0%; GLS inhibitor: -3.0%; BAZ2B block: -15.9%

What do the screens show for `Cc1ccc(-n2c(Cc3ccccc3)n[nH]c2=S)c(C)c1`?
Tb PGK inh: -3.8%; Pin1 inh: -0.4%; BLM helicase inh: -2.0%; JMJD2A Tudor: 17.8µM*; Pol iota inh: 85.9%[activator]; G9a block: inconclusive; HP1b binding inh: 2.6%; GLS inhibitor: -4.2%; BAZ2B block: -29.2%

Results for CCCCn1c(-c2ccccc2)cnc1SCC(=O)NCCc1ccc(OC)c(OC)c1 ?
Tb PGK inh: -9.0%[11.5 µM]; Pin1 inh: 2.2%; BLM helicase inh: 1.8%; JMJD2A Tudor: 56.2µM*; Pol iota inh: 12.3%; G9a block: inconclusive; HP1b binding inh: inconclusive; GLS inhibitor: 4.2%; BAZ2B block: 44.7µM*

2 records picked at random from those above:
How did COCC(C)NC(=O)CSc1nc2ccccc2c(=O)n1CCc1ccc(S(N)(=O)=O)cc1 (stereo unspecified) do in these assays?
Tb PGK inh: 4.2%; Pin1 inh: -2.6%; BLM helicase inh: -2.4%; JMJD2A Tudor: -3.6%; Pol iota inh: 20.9%; G9a block: -9.8%[12.7 µM]; HP1b binding inh: 35.3%; GLS inhibitor: 5.1%; BAZ2B block: -4.4%

Results for O=c1[nH]c(-c2ccccc2)ncc1OCc1ccccc1 ?
Tb PGK inh: -1.8%; Pin1 inh: -5.1%; JMJD2A Tudor: 1.4%; Pol iota inh: 14.6%; HP1b binding inh: 37.1%; GLS inhibitor: 4.9%
